Compound activity deposited in PubChem by several laboratories.
TDP2 inh – human TDP2 enzyme inhibitors, primary screen, biochemical, epi absorbance, recombinant enzyme; T5PNP hydrolysis, p-nitrophenol absorbance 415 nm; inhibition, % at 12.8 µM; 370,000 compounds, 0.34% hits;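 active = inhibition above the mean of all tested compounds plus 3 SD, set per campaign, cut at about 25% in these data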;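 also: 0% = DMSO with enzyme and 100% = buffer with substrate but no TDP2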
Target sequence (O95551 whole entry, looked up): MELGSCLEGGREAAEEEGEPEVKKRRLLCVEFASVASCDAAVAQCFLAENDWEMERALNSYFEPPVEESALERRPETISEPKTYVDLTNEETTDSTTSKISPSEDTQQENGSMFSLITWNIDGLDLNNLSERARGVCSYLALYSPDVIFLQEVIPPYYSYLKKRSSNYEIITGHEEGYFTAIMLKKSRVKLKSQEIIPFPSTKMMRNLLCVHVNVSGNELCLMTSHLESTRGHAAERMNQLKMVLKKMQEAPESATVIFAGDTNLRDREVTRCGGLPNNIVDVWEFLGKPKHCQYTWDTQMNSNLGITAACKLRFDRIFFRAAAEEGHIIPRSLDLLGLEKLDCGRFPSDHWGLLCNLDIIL
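Read-out basis: percent inhibition. System: recombinant human TDP2. Buffer or medium: Mg2+-containing Tris-HCl buffer, pH 7.5. Repeats: single replicate. Timing: reaction 2 h, 37 °C. Benchmarks: high control without enzyme, low control DMSO plus TDP2. Probe or stimulus: 5 mM T5PNP. Doses: 12.8 µM only. Measured by: epi absorbance of p-nitrophenol freed from T5PNP by hydrolysis.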
HTRA1 inhibitor – HTRA1 serine protease inhibitors, primary screen, biochemical, fluorescence polarization, HTS; recombinant HTRA1, FP-rhodamine activity-based probe; AID 504803, 2011; 340,000 compounds, 0.5% hits; Q92743; inhibition, % at 5.96 µM; in the data active = inhibition above about 36%;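 also: 0% = enzyme with DMSO and 100% = wells lacking enzyme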
rCAG binder – binders of r(CAG) RNA repeats, primary screen, biochemical, fluorescence | r(CAG) RNA repeat, TO-PRO-1 dye displacement fluorescence | inhibition, % at 3 µM | 370,000 compounds, 1.3% hits | AID 651821, 2012;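 active = inhibition above the plate cutoff, the mean of all test compounds on that plate plus 3 SD, cut at about 35% in these data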;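 also: 0% = DMSO alone and 100% = 100 µM mitoxantrone as full dye displacement; higher means more dye released from RNA so lower well fluorescence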
LEDGF integ inh – blockers of LEDGF/p75-dependent integrase strand transfer – biochemical, TR-FRET, high throughput, primary screen; 370,000 compounds, 0.64% hits; HIV-1 integrase (with human LEDGF/p75); inhibition, % at 3.7 µM; AID 743269, 2014; TR-FRET IN-LEDGF/p75 DNA integration, Eu/Cy5;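 active = inhibition above the screen-wide mean plus 3 SD, cut at about 13% in these data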;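 also: signal is the Cy5 over europium emission ratio at 671 and 618 nm; 0% = plate median of compound wells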
NR1D1 modulator – modulators of Rev-erb alpha DNA binding, primary screen, biochemical, FITC-DNA, fluorescence polarization, uHTS | Nuclear receptor subfamily 1 group D member 1 (Homo sapiens), P20393 | Rev-erbα–FITC-DNA binding, 90 min | activity, % at 10 µM | 370,000 compounds, 0.79% hits;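 active = activity above about 14%, limit read from the data; passing the limit was not always enough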;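 also: 0% = DMSO wells with 35 nM protein and 100% = DMSO wells with 750 nM protein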
PG9 Ab binder – binders of HIV-1 gp120 antibody PG9, primary screen, biochemical, TR-FRET. HIV-1 gp120 / PG9 antibody interaction. TR-FRET gp120-PG9 antibody binding. inhibition, % at 6.7 µM. 360,000 compounds, 0.43% hits; in the data active = inhibition above about 8.5%
mABHD4 FP – ABHD4 inhibitors, primary screen, biochemical, fluorescence polarization, mouse. 370,000 compounds, 0.54% hits. inhibition, % at 8.92 µM. (Lyso)-N-acylphosphatidylethanolamine lipase (Mus musculus), Q8VD66. purified mABHD4, FP-Rh probe fluorescence polarization. AID 720543, 2013;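 active = inhibition exceeding the mean over every tested compound plus 3 SD, cut at about 30% in these data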;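 also: 0% = plate median of compound wells and 100% = S159A mutant with DMSO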
Target sequence (Q8VD66 whole entry, looked up): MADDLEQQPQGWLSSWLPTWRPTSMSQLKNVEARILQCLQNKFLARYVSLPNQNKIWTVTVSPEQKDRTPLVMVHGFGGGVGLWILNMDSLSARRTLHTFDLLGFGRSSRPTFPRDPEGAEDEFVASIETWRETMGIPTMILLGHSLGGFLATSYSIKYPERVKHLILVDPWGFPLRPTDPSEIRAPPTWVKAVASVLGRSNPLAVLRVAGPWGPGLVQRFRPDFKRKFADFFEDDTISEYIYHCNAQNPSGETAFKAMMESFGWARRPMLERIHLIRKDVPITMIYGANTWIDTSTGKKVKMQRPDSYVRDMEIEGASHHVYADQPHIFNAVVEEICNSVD
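assay system = mABHD4 protein | compound dosing = single nominal dose of 8.92 µM, 0.89% DMSO final | read-out basis = percent inhibition of probe binding, normalized to plate controls | schedule = Enzyme–compound pre-incubation 45 min, then probe 60 min, both 25 °C | detection = fluorescence polarization, excitation 525 nm, emission 598 nm, BODIPY TMR filters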
PRMT1 inh – PRMT1 methyltransferase inhibitors, primary screen, biochemical, fluorescence polarization; Protein arginine N-methyltransferase 1 (Homo sapiens), Q99873; recombinant PRMT1, activity-based probe fluorescence polarization; inhibition, % at 2.79 µM; 370,000 compounds, 1.3% hits; AID 652257, 2013;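 active = inhibition above about 21% made by adding two undisclosed values, limit read from the data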
Target sequence (Q99873 whole entry, looked up): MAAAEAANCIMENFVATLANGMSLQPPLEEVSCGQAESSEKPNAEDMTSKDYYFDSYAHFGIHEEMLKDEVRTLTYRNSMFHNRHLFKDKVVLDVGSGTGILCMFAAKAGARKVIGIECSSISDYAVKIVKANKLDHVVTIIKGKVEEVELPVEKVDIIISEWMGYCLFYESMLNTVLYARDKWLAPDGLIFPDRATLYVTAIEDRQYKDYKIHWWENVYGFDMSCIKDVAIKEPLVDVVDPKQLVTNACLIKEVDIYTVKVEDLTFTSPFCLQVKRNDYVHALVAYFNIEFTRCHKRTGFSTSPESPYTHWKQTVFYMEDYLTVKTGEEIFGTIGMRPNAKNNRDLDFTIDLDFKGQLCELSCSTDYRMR
SIAE inh – human SIAE inhibitors, primary screen, biochemical, fluorescence polarization, FP-Rh probe, 1536-well HTS | SIAE FP-Rh probe binding | 370,000 compounds, 0.69% hits | Sialate O-acetylesterase (Homo sapiens), Q9HAT2 | inhibition, % at 9.66 µM | AID 1053197, 2014;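 active = inhibition above a cutoff: mean of compounds within the control limits plus 3 SD of those, cut at about 17% in these data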;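 also: 0% = plate median of compound wells and 100% = probe without SIAE protein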
TCR CD3 inh – inhibitors of human TCR-CD3 interaction, primary screen, biochemical, fluorescence, TAMRA-labeled TCR probe | T-cell receptor (TCR) | inhibition, % at 9.4 µM | 360,000 compounds, 0.37% hits; in the data active = inhibition above about 19%;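 also: recombinant mutant TCR 2C K166C tagged with TAMRA read by polarization; 0% = receptor in buffer alone and 100% = receptor with positive control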
* hit, by the source's call; . = no result given.

SMILES	TDP2 inh	HTRA1 inhibitor	rCAG binder	LEDGF integ inh	NR1D1 modulator	PG9 Ab binder	mABHD4 FP	PRMT1 inh	SIAE inh	TCR CD3 inh
CCOc1ccc(CNCCc2ccc(S(N)(=O)=O)cc2)cc1	-4	0	1	-3	-2	-1.4	4	6	0	-2
CCN(CC)S(=O)(=O)c1cc(NC(=O)CSc2nnc(N)s2)ccc1C	-1	-12	12	-7	-3	-0.3	-4	8	-6	-2
Cc1c(NC(=O)c2cc(-c3cccc(Cl)c3)on2)c(=O)n(-c2ccccc2)n1C	6	-7	-6	-3	3	-1.7	1	-2	4	2
O=[N+]([O-])c1ccc(N2CCN(Cc3ccccc3)CC2)c2c1no[n+]2[O-]	13	1	1	3	9	-6.2	-12	54*	-7	3
CCOCCCNC(=O)c1cn(CC)c2ccc(S(=O)(=O)N3CCCC3)cc2c1=O	-5	5	-2	-6	0	1.3	12	0	0	-1
O=C(COC(=O)c1ccc(Br)cc1)NCc1ccc(F)cc1	0	-3	-3	-1	2	1.9	1	-2	-1	-2
Cc1nc(Cl)sc1C(=O)Nc1ccc(F)cc1	12	6	-1	-2	0	-1.0	-3	-2	1	-5
O=C(O)C1CCCN1C(=O)c1cccs1 (stereo not given)	2	-7	0	2	-2	-0.7	9	-2	5	11
COc1ccc2c(c1)CCc1c(C(=O)NCCc3ccc(OC)c(OC)c3)noc1-2	2	-2	1	-1	-11	-2.0	1	-1	0	4
CCCCC[C@@H]1CCCCC[C@@H](O)C[C@H](O)[C@H](O)/C=C/C(=O)O1	5	.	0	0	1	-1.2	-1	-1	-4	7
O=c1ccn2c(n1)OC1CC2OC1COC(c1ccccc1)(c1ccccc1)c1ccccc1 (stereo not given)	-9	.	3	6	9	-0.7	-10	0	-1	-5
COc1cc2[nH]c3c(c2cc1OC)CCN1CCCC[C@@H]31	-4	-7	0	6	3	-2.4	0	-1	12	2
CC1CC(C)CN(C(=O)CCn2c(=O)oc3ccccc32)C1 (stereo not given)	-6	0	-8	-4	-2	-1.2	11	2	-3	-1
CC(NC(=O)CCC(=O)Nc1ccccc1O)c1ccccc1 (stereo not given)	13	.	0	-4	0	-1.7	-8	4	0	-1
COc1cccc(N2CC(C(=O)Nc3nnc(SCC(=O)NCC4CCCO4)s3)CC2=O)c1 (stereo not given)	7	6	8	1	-3	-1.4	2	7	-3	10
CCNC(=O)NCCNC(=O)c1cc(OCC(F)(F)F)ccc1OCC(F)(F)F	0	1	-7	3	-3	-3.1	1	-4	1	2
C#CCOCCOCCOCCNc1nc(N2CCOCC2)nc(N2CCN(C(=O)[C@H](CC(N)=O)n3cc(C(N)[C@@H](C)CC)nn3)CC2)n1 (stereo not given in full)	9	5	-9	-1	7	-0.5	12	0	1	0
CCC(C)n1c(SCC(=O)NCCc2ccc(S(N)(=O)=O)cc2)nc2ccsc2c1=O (stereo not given)	-6	1	-1	-2	-4	-0.9	-6	0	4	4
CC(C)c1ccc(NC(=O)C2C3C=CC4(O3)C2C(=O)N(CCN2CCOCC2)C4C(=O)NC2CCCCC2)cc1 (stereo not given)	-13	3	-2	4	-1	1.4	-3	2	4	-3
CCN(CCCNC(=O)C1CCN(S(=O)(=O)N2CCOCC2)CC1)c1cccc(C)c1	8	6	-4	0	-3	0.5	1	4	2	6
COc1ccc(CNC(=O)c2nccnc2CO)cc1	13	-5	0	-1	-3	0.5	-1	0	3	8
OC(c1ccccc1)(c1ccccc1)C1CCN(CCCOc2ccc(-c3cccnc3)cc2)CC1	4	.	4	-1	2	-0.9	1	-5	0	0
COc1ccc(C(CC(=O)NCc2ccco2)c2ccc(F)cc2)cc1 (stereo not given)	3	-6	-2	0	-2	-0.4	2	2	-3	-3
O=C(NCCC1CCCCN1S(=O)(=O)c1cccs1)C(=O)Nc1ccccc1F (stereo not given)	-1	-1	-2	0	-2	-1.4	4	2	1	7
COc1ccc(C(=O)Nc2cccc(-c3ccc(N4CCOCC4)nn3)c2)cc1	2	-10	1	0	3	-0.6	-9	4	2	4

Full records as entered above. Order of values: TDP2 inh	HTRA1 inhibitor	rCAG binder	LEDGF integ inh	NR1D1 modulator	PG9 Ab binder	mABHD4 FP	PRMT1 inh	SIAE inh	TCR CD3 inh
Record of `O=c1ccn2c(n1)OC1CC2OC1COC(c1ccccc1)(c1ccccc1)c1ccccc1` (stereo not given) → -9	.	3	6	9	-0.7	-10	0	-1	-5
Record of `C#CCOCCOCCOCCNc1nc(N2CCOCC2)nc(N2CCN(C(=O)[C@H](CC(N)=O)n3cc(C(N)[C@@H](C)CC)nn3)CC2)n1` (stereo not given in full) → 9	5	-9	-1	7	-0.5	12	0	1	0

Further results follow:
SMILES	TDP2 inh	HTRA1 inhibitor	rCAG binder	LEDGF integ inh	NR1D1 modulator	PG9 Ab binder	mABHD4 FP	PRMT1 inh	SIAE inh	TCR CD3 inh
Cc1nonc1-c1ccc2c(c1)OCO2	-13	9	12	-2	-6	-0.4	3	0	4	-3
O=C(CNC(=O)C1COc2ccccc2O1)N/N=C\c1cccc(O)c1 (stereo not given)	4	1	0	-3	9	1.2	10	4	10	-4
CCSc1nnc(NC(=O)C2CCN(S(=O)(=O)c3ccccc3C(F)(F)F)CC2)s1	1	-7	0	1	0	0.6	-5	-2	-13	6
O=C(COc1ncnc2c1cnn2-c1ccccc1)Nc1ccc(S(=O)(=O)N2CCCCC2)cc1	-12	-33	16	1	-2	1.8	-31	2	-17	7
N#CCC[C@H]1CC[C@]2(CCCN(C(=O)c3ccc4ccccc4n3)C2)O1	11	.	1	-6	11	.	1	2	7	.
Cc1cc(=O)oc2c(C)c(OCC(=O)Nc3cccnc3)ccc12	-2	-5	0	-1	-6	0.3	2	-2	-9	-2
CCn1cc(/C=C/C(=O)c2ccc(O)cc2)c(C)n1	-2	8	-3	3	-6	0.3	-2	-3	4	4
COc1ccc(-n2nc(C(=O)NCC(=O)N3CCN(c4cccc(Cl)c4)CC3)c3ccccc3c2=O)c(OC)c1	11	5	1	0	31*	-1.4	8	1	-10	0
O=C1/C(=C\c2ccc(O)c(O)c2)SC(=S)N1Cc1ccccc1	-7	-100	64*	-1	-2	-0.1	-112	2	-71	-51
CCOC(=O)c1sc(NC(=O)c2cc3c(s2)CCC(C)C3)nc1C (stereo not given)	1	-9	9	2	15	2.0	-7	2	-5	4
COc1ccc(CC(=O)NNS(=O)(=O)c2ccc(F)cc2)cc1	4	5	1	-1	-6	-1.6	1	-2	0	-11
COc1ccc2c(c1OC)C(=O)N1c3ccccc3C(=O)N(c3ccccc3F)C21 (stereo not given)	11	-4	0	2	16	0.2	4	0	1	1
COc1ccc(/C=C/C(=O)NC(=S)NN2CCCCC2c2cccnc2)cc1OC (stereo not given)	-16	-2	-3	5	0	-0.1	-3	6	-3	-4
Cc1ccc(CNC(=O)c2cc3c(=O)n4ccccc4nc3n(Cc3ccco3)c2=N)cc1	-9	-44	17	16*	-22	-0.2	3	5	-9	8
COc1ccccc1NC(=O)c1nn(-c2ccc(F)c(F)c2)ccc1=O	5	-6	-3	0	-4	1.5	1	-2	-2	0
CSc1ccccc1C(=O)NCCSc1ccccc1	6	2	-6	-1	-4	-0.5	4	1	-4	-9
CN(C)S(=O)(=O)c1cccc(NC(=O)COC(=O)c2ccc([N+](=O)[O-])o2)c1	3	0	1	4	-1	-0.6	2	1	2	11
CCC(C)(C)C1CCC(NC(=O)c2ccc(S(=O)(=O)N3CCOCC3)cc2)CC1 (stereo not given)	-6	0	-1	2	-2	-2.2	2	-1	-9	3
Cc1cc(C)c(C#N)c(SCC(=O)Nc2ccccc2)n1	-5	-1	-1	0	2	-1.4	0	-2	8	1
COc1cc(/C=C/C(=O)OCC(=O)NC(=O)NC23CC4CC(CC(C4)C2)C3)ccc1OCC#N	-3	7	5	1	2	0.2	-7	3	-21	1
Cc1ccc(/C=C2/C(=N)N3N=C(CC(=O)N4CCCC4)SC3=NC2=O)o1	4	6	20	6	-4	-4.1	1	2	-8	4
Nc1ccc(Br)cc1-c1nc2ccccc2[nH]c1=O	-6	-6	1	0	-7	0.8	4	-1	0	1
CCCN(CC(=O)Nc1ccccc1OC)C(=O)Cn1c(=O)oc2ccccc21	-4	3	2	1	-5	-0.4	5	1	-2	8
Nc1c(-c2ccccc2)sc2ccc3ccccc3[n+]12	7	3	4	2	0	-8.2	-7	-4	3	-6

Rewritten bar-delimited: 2 of the compounds above.
Compound | TDP2 inh | HTRA1 inhibitor | rCAG binder | LEDGF integ inh | NR1D1 modulator | PG9 Ab binder | mABHD4 FP | PRMT1 inh | SIAE inh | TCR CD3 inh
CCCN(CC(=O)Nc1ccccc1OC)C(=O)Cn1c(=O)oc2ccccc21 | -4 | 3 | 2 | 1 | -5 | -0.4 | 5 | 1 | -2 | 8
Nc1c(-c2ccccc2)sc2ccc3ccccc3[n+]12 | 7 | 3 | 4 | 2 | 0 | -8.2 | -7 | -4 | 3 | -6

In the list so far, two have a nitro group on carbon:
SMILES	TDP2 inh	HTRA1 inhibitor	rCAG binder	LEDGF integ inh	NR1D1 modulator	PG9 Ab binder	mABHD4 FP	PRMT1 inh	SIAE inh	TCR CD3 inh
O=[N+]([O-])c1ccc(N2CCN(Cc3ccccc3)CC2)c2c1no[n+]2[O-]	13	1	1	3	9	-6.2	-12	54*	-7	3
CN(C)S(=O)(=O)c1cccc(NC(=O)COC(=O)c2ccc([N+](=O)[O-])o2)c1	3	0	1	4	-1	-0.6	2	1	2	11

By substructure: the compounds so far with bromine (2)
SMILES	TDP2 inh	HTRA1 inhibitor	rCAG binder	LEDGF integ inh	NR1D1 modulator	PG9 Ab binder	mABHD4 FP	PRMT1 inh	SIAE inh	TCR CD3 inh
O=C(COC(=O)c1ccc(Br)cc1)NCc1ccc(F)cc1	0	-3	-3	-1	2	1.9	1	-2	-1	-2
Nc1ccc(Br)cc1-c1nc2ccccc2[nH]c1=O	-6	-6	1	0	-7	0.8	4	-1	0	1

This is a subset. The share of hits here may be higher or lower than overall.
